PfGluPho inh: PfG6PD enzyme inhibitors, primary screen, biochemical, fluorescence intensity, uHTS; PfGluPho enzyme, NADPH resazurin-diaphorase fluorescence; 350,000 compounds, 0.78% hits; AID 504690, 2011; inhibition, % at 20 µM;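 active = inhibition reaching at least a set limit at 20 µM in the primary screen, cut at about 59% in these data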;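 note: 0% = DMSO wells with substrate and 100% = DMSO wells lacking glucose-6-phosphate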
ATG4B inhibitor: ATG4B protease inhibitors, primary screen, biochemical, fluorescence, uHTS. ATG4B cleavage of LC3-PLA2, NBD-HPC fluorescence, 1 h. inhibition, % at 8.33 µM. Cysteine protease ATG4B (Homo sapiens), Q9Y4P1. 340,000 compounds, 0.51% hits; in the data active = inhibition above about 40%
hIAP activ: human IAP activators, primary screen, biochemical, luminescence, uHTS; AID 2524, 2010; 330,000 compounds, 0.16% hits; Intestinal-type alkaline phosphatase (Homo sapiens), P09923; purified human IAP, CDP-Star luminescence, 30 min; active compounds read high; 1 = vehicle-only enzyme, 0 = enzyme-free background; activation factor at 10 µM;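 active = activation factor of the enzyme at least 2-fold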; note: the source names both 10 and 20 µM as test concentration; values of inactives mirror those of a sister screen read the other way
hIAP block: human IAP inhibitors, primary screen, biochemical, luminescence, uHTS | purified IAP, CDP-Star luminescence, 30 min | inhibition, % at 10 µM | 330,000 compounds, 0.12% hits;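 active = inhibition reaching a set limit with compound at 10 µM in the primary screen, cut at about 35% in these data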;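 note: plate controls were DMSO wells with enzyme for no effect and no-enzyme buffer wells for full effect; values of inactives mirror those of a sister screen read the other way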
HKDC1 inh: HKDC1 hexokinase inhibitors, primary screen, biochemical, fluorescence, uHTS. Q2TB90. recombinant HKDC1, G6PDH/diaphorase resazurin coupled fluorescence. inhibition, % at 20 µM. 340,000 compounds, 0.16% hits;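 active = inhibition above about 35% when tested at 20 µM, limit read from the data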;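 note: plate controls were DMSO wells with enzyme for no effect and DMSO wells lacking enzyme for full effect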
Target sequence (Q2TB90 whole entry, looked up): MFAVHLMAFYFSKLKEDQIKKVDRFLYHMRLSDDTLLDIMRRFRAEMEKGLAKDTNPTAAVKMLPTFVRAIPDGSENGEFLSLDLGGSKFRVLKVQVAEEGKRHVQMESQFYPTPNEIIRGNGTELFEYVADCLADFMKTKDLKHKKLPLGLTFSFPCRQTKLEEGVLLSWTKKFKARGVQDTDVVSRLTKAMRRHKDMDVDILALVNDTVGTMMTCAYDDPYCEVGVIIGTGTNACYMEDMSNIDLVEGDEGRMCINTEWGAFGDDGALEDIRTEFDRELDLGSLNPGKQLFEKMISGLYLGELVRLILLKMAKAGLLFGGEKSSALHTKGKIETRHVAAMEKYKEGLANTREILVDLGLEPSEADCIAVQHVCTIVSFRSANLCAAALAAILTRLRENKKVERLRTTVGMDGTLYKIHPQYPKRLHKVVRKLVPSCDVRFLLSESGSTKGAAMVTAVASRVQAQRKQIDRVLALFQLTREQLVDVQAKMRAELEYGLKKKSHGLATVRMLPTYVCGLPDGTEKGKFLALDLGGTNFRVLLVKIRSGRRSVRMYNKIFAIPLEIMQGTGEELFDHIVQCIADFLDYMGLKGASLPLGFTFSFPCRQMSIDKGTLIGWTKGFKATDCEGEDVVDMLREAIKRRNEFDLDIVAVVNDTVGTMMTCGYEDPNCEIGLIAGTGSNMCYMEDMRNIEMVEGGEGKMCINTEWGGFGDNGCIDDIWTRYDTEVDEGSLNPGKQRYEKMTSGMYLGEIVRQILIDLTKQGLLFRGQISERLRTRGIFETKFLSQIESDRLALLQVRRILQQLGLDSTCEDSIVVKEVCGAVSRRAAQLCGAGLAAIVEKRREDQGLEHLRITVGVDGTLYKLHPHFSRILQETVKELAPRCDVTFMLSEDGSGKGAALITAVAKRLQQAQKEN
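Test system: HK5 enzyme. Quantity: 5 µg/mL HK5 final. Reagent: glucose and ATP substrates. Schedule: 90 min reaction incubation at room temperature, dark. Technique: resazurin-to-resorufin fluorescence via G6PDH and diaphorase coupling, 525/613 nm. Control set: DMSO wells with and without enzyme mix.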
mIAP act: activators of mouse IAP, primary screen, biochemical, luminescence, uHTS. 330,000 compounds, 0.24% hits. intestinal alkaline phosphatase [Mus musculus]. activation factor at 10 µM. muIAP, CDP-Star luminescence, 30 min; active compounds read high; 1 = vehicle-only enzyme signal, 0 = enzyme-free wells;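 active = activation factor of at least 2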; note: the source names both 10 and 20 µM as test concentration; values of inactives mirror those of a sister screen read the other way
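also added = chemiluminescent substrate CDP-Star | test system = mouse IAP enzyme | signal = chemiluminescence readout | compound = DMSO-dissolved test compounds | incubation = 30 min at room temperature | benchmarks = DMSO wells, no-enzyme wells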
APOBEC3A inh: APOBEC3A ssDNA deaminase inhibitors, primary screen, selectivity assay for APOBEC3G inhibitor project, biochemical, FAM/TAMRA oligo cleavage fluorescence; recombinant A3A, FAM/TAMRA ssDNA deamination fluorescence; DNA dC->dU-editing enzyme APOBEC-3A (Homo sapiens), P31941; 330,000 compounds, 0.41% hits; inhibition, % at 20 µM; AID 493011, 2011;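 active = at least 40% inhibition at 20 µM here, with at most 30% in a related deaminase screen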;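 note: plate controls were A3A with DMSO for no effect and wells lacking A3A enzyme for full effect; some results filed as inactive read as strong as hits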
mIAP block: inhibitors of mouse IAP, primary screen, biochemical, luminescence, uHTS; intestinal alkaline phosphatase [Mus musculus]; purified mouse IAP, CDP-Star luminescence, 30 min; inhibition, % at 10 µM; 330,000 compounds, 0.2% hits; AID 2806, 2010;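 active = inhibition of at least 40% at 10 µM in the primary screen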;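 note: plate controls were DMSO with enzyme for no effect and no enzyme wells for full effect; values of inactives mirror those of a sister screen read the other way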
Starred values were filed as active, the others as inactive; / = no result given.

PfGluPho inh	ATG4B inhibitor	hIAP activ	hIAP block	HKDC1 inh	mIAP act	APOBEC3A inh	mIAP block	smiles
22	-4	1.1	-12	-6	1	-4	-4	O=C(NCCCN1CCOCC1)c1cc2c(s1)-c1ccccc1OC2
-6	8	0.85	15	-8	0.97	-1	3	CC(NC(=O)c1cc2c(=O)n3ccccc3nc2n(CC2CCCO2)c1=N)c1ccccc1 (stereo not given)
23	8	1.2	-16	8	0.96	-3	4	CC(=O)c1ccc2cccc3c2c1N=CN3C
1	1	0.81	19	-11	0.89	-3	11	CCSc1sc(CC)cc1C=O
17	-13	1.1	-8	1	0.98	2	2	CCN(CCn1cccn1)Cc1nc(-c2ccc(OC)cc2)no1
25	3	1.4	-40	-6	0.9	1	10	Cc1ccc(NC2CCCN(C(=O)c3cc(C(C)C)[nH]n3)C2)cc1C (stereo not given)
-4	-5	1	-3	-2	1.1	-3	-7	O=C(CNC(=O)c1cc(Cl)cc([N+](=O)[O-])c1)NC1CC1
28	7	0.98	2	3	0.99	2	1	CCCN(CCC)S(=O)(=O)c1cc(Br)cc2c1N(C(=O)CC)CC2

Part of the list above, as a markdown table:
| canonical_smiles | PfGluPho inh | ATG4B inhibitor | hIAP activ | hIAP block | HKDC1 inh | mIAP act | APOBEC3A inh | mIAP block |
| --- | --- | --- | --- | --- | --- | --- | --- | --- |
| O=C(NCCCN1CCOCC1)c1cc2c(s1)-c1ccccc1OC2 | 22 | -4 | 1.1 | -12 | -6 | 1 | -4 | -4 |
| CC(NC(=O)c1cc2c(=O)n3ccccc3nc2n(CC2CCCO2)c1=N)c1ccccc1 (stereo not given) | -6 | 8 | 0.85 | 15 | -8 | 0.97 | -1 | 3 |
| CC(=O)c1ccc2cccc3c2c1N=CN3C | 23 | 8 | 1.2 | -16 | 8 | 0.96 | -3 | 4 |
| CCSc1sc(CC)cc1C=O | 1 | 1 | 0.81 | 19 | -11 | 0.89 | -3 | 11 |
| CCN(CCn1cccn1)Cc1nc(-c2ccc(OC)cc2)no1 | 17 | -13 | 1.1 | -8 | 1 | 0.98 | 2 | 2 |

The results go on.
PfGluPho inh	ATG4B inhibitor	hIAP activ	hIAP block	HKDC1 inh	mIAP act	APOBEC3A inh	mIAP block	smiles
6	-10	1.1	-5	-3	0.98	1	2	Cc1ccc(C)c(SCc2noc(C(=O)NCC3CCCO3)c2C(=O)O)c1 (stereo not given)
-20	2	1	-2	2	1	13	-4	CC(=O)Nc1ccc(C(=O)OCC(=O)NCCC2=CCCCC2)cc1
-21	-14	0.98	2	-4	0.96	3	4	Oc1ccc(-c2[nH]ncc2-c2nc3ccccc3s2)c(O)c1
-2	-1	1.1	-6	-5	0.9	1	10	O=C(O)CCC(=O)NNC(=O)c1cccc(Br)c1
8	0	1	-2	-7	1	-1	0	CC(C(=O)N(C)C)N(C#N)c1nc(N(C)C)nc(N(C)C)n1 (stereo not given)
-16	6	1.1	-10	-10	1.2	-7	-15	CCOc1ccc(/C=N/OCC(=O)Nc2ccc(OCc3ccccc3)cc2)cc1OC
17	-2	0.99	1	16	0.97	2	3	Cc1c(N2CCCC2)cc2c(c1N)C(C)(C)CC2(C)C
0	4	1.1	-7	-4	0.99	2	1	Cc1c(C(=O)NN)sc(-c2ccccc2)c1C#N

(list continues)
PfGluPho inh	ATG4B inhibitor	hIAP activ	hIAP block	HKDC1 inh	mIAP act	APOBEC3A inh	mIAP block	smiles
6	-7	0.91	9	17	1.1	-3	-6	O=C(CSc1nc(C2CCCCC2)n(-c2ccccc2)n1)NCC(F)(F)F
-21	4	1.3	-32	4	1.1	-6	-10	CCOc1ccc(N2C(=O)CC(N3CCC(NC(=O)Nc4ccccc4)CC3)C2=O)cc1 (stereo not given)
5	35	1.1	-12	-5	1	0	-4	CCc1ccc(NC2Nc3cc(C)nn3S2)cc1 (stereo not given)
-7	2	1.1	-7	-5	1.1	-6	-15	Cc1ccc(NC(=O)CSc2ncn[nH]2)cc1S(=O)(=O)N1CCOCC1
33	3	0.94	6	0	1.1	7	-12	C/C(=N\OCC(=O)Nc1ccc(OC(F)(F)F)cc1)c1ccc2c(c1)OCCO2
6	-14	1	0	0	0.93	0	7	Cc1ccc(S(=O)(=O)N2CCCCC2)cc1NC(=O)c1cncc(Br)c1
10	-10	1.3	-25	2	1.1	-2	-7	CCC(C)(C)C1CCC2(CC1)NC(=O)N(CC(=O)NCCOc1ccccc1)C2=O (stereo not given)
-13	1	0.97	2	7	0.97	-4	3	CSCCC(NC(=O)C1CCC(C)CC1)C(=O)N1CCN(c2ccccn2)CC1 (stereo not given)

Next section.
PfGluPho inh	ATG4B inhibitor	hIAP activ	hIAP block	HKDC1 inh	mIAP act	APOBEC3A inh	mIAP block	smiles
-18	4	1	-2	3	0.99	-2	1	COC(=O)Cc1c(C)c2ccc(OCC(C)=O)c(C)c2oc1=O
-7	-5	1.1	-7	-13	1.1	4	-5	COc1ccc(C(=O)NCC(=O)OCC(=O)NCc2cccs2)cc1
10	3	0.92	8	-3	0.97	1	3	Cc1ccc(S(=O)(=O)NCCC(=O)NNc2c(F)c(F)cc(F)c2F)cc1
-10	4	1.3	-25	0	0.91	-4	9	CC(=O)N/C(=C\c1ccccc1)C(=O)N1CCOCC1
-19	28	1.2	-17	-3	0.93	-1	7	COc1ccc(C(=O)NN2C(=O)C3C(c4ccccc4)C=CC(c4ccccc4)C3C2=O)cc1 (stereo not given)
21	3	1.2	-23	4	0.92	-3	8	O=C(/C=C/c1c[nH]c2ccccc12)c1ccccc1
11	9	1.1	-10	-4	0.97	6	3	O=C(Nc1ccccc1OC(F)F)c1cc2c(s1)CCC2
-10	22	1.1	-9	0	0.99	-2	1	O=c1oc(C2(O)CCCCC2)cc2ccc(-c3ccc4[nH]ccc4c3)cc12

The results go on:
PfGluPho inh	ATG4B inhibitor	hIAP activ	hIAP block	HKDC1 inh	mIAP act	APOBEC3A inh	mIAP block	smiles
-3	6	1.1	-6	-2	1.3	0	-32	Clc1ccc(NC2(c3nnnn3C3CCCCC3)CCCCC2)cc1
5	-3	1	-4	-8	0.99	0	1	O=C(CNC(=O)c1cncc(Br)c1)Nc1ccc(F)c(F)c1F
-10	8	0.91	9	-1	0.88	1	12	O=C(CSCc1ccccc1)Nc1cc([N+](=O)[O-])ccc1F
-11	7	0.99	1	-7	1.1	0	-6	O=c1cc(O)c2c(=O)[nH]c(=O)n(-c3ccccc3)c2[nH]1
-5	-5	1.2	-21	-1	0.94	-4	6	CCOC(=O)C1=C(C)NC(=S)NC1c1ccc(OCC(=O)N2CCCCCC2)c(OC)c1 (stereo not given)
-10	-18	1.1	-9	1	0.94	1	6	COc1ccc(NS(=O)(=O)c2ccc(NC(=O)c3ccc(CN4CCOCC4)cc3)cc2)cc1
0	5	0.94	6	2	1.1	4	-7	CCCCN(C(=O)CCNC(=O)NC12CC3CC(CC(C3)C1)C2)c1c(N)n(CCC)c(=O)[nH]c1=O
10	0	0.98	2	-1	1	-3	0	CCOC(=O)c1c(NC(=O)CSc2nnnn2-c2ccccc2)sc2c1CCC(C)C2 (stereo not given)

(continued)
PfGluPho inh	ATG4B inhibitor	hIAP activ	hIAP block	HKDC1 inh	mIAP act	APOBEC3A inh	mIAP block	smiles
12	-7	0.95	5	3	0.92	-1	8	O=C(NCCCN1CCOCC1)c1ccc2c(c1)N(Cc1cccc(Cl)c1)C(=O)CS2
6	4	1.1	-10	-7	0.94	-4	6	CCCNC(=O)CN(C)C(=O)c1n[nH]c2ccccc12
29	-8	0.92	8	0	1	-1	-3	CC(C)c1nc(NCCO)c2nnn(Cc3ccccc3)c2n1
0	1	1.1	-13	4	0.98	1	2	C[C@H]1CN([C@@H](C)CO)C(=O)c2cccc(NC(=O)C3CC3)c2O[C@H]1CN(C)S(=O)(=O)c1cccs1
17	-10	1.1	-11	3	1.1	-7	-14	COc1ccc(/C=C/C(=O)Nc2cccc(S(=O)(=O)N3CCCC3)c2)cc1OC
-20	1	0.97	3	3	1.1	3	-11	CCc1ccccc1N(CC(=O)NC1CCCCC1)C(=O)CNC(=O)c1ccco1
8	-3	0.99	1	-1	1.1	-4	-11	CCNC(=O)NC(C(=O)OC)C12CC3CC(CC(C3)C1)C2 (stereo not given)
-6	14	1	-5	-8	1.1	-1	-8	Cc1ccc(NN=C2C(=O)OC(C)(C)OC2=O)c(C)c1

Other structures
PfGluPho inh	ATG4B inhibitor	hIAP activ	hIAP block	HKDC1 inh	mIAP act	APOBEC3A inh	mIAP block	smiles
-9	-9	1.1	-6	7	0.96	0	4	CCOc1ccccc1N1CCN(C(=O)c2ccc(S(=O)(=O)Nc3ccccc3)cc2)CC1
-3	-6	0.97	3	-8	1.1	-5	-13	COc1cc(OC)cc(C(=O)N2CCN(Cc3ccccc3Br)CC2)c1
2	-8	1.1	-11	-4	1.1	1	-7	O=C(N/N=C\c1cccs1)c1ccccc1-n1cccc1
8	0	1.1	-15	-1	0.99	-1	1	COc1ccccc1NC(=O)C(C)OC(=O)COc1cccc2c1OC(C)(C)C2 (stereo not given)
9	-6	1.2	-17	-1	1.1	-3	-5	Cc1cc(NC(=O)NCC(F)(F)F)no1
13	4	1.1	-13	12	0.87	-4	13	COc1cc(/C=N/c2oc(C)c(C)c2C#N)cc(Br)c1O
/	/	1.3	-33	/	1.2	2	-17	CC(=O)c1ccc(N2CCN(C(=O)Nc3ccc(F)cc3)CC2)cc1
1	3	1	-4	-5	1.1	-6	-6	CCC1(c2ccc(OC)cc2)NC(=O)N(CC(=O)NC2CCCCC2C)C1=O (stereo not given)

(next part)
PfGluPho inh	ATG4B inhibitor	hIAP activ	hIAP block	HKDC1 inh	mIAP act	APOBEC3A inh	mIAP block	smiles
2	-4	1	-1	-4	1	0	-3	O=C1CCCc2c1cc(C(=O)O)c(=O)n2-c1ccccc1
22	-27	0.83	16	11	0.94	2	6	CCc1ccc(NC(=O)c2cc3c(C)nc4ccccc4c3o2)cc1
11	-5	1.1	-5	-6	1	1	-3	CC1CN=C(Nc2cccc(S(=O)(=O)N(C)C)c2)S1 (stereo not given)
21	2	1.1	-12	-4	0.98	-2	2	N#CC1=C(N)C(C#N)(C#N)C(c2cccnc2)C2COCC=C12 (stereo not given)
-5	-14	0.97	3	-10	0.96	3	4	COc1ccccc1OCCNC(=O)c1ccc(S(=O)(=O)N(C)C)cc1
